RAD54 branch – inhibitors of human RAD54 branch migration. Q92698. RAD54 Holliday junction branch migration, FAM/BHQ fluorescence. inhibition, % at 10.4 µM. 0.14% of 360,000 active;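 active means mean normalized replicate activity at least 40 and at least half of replicates scoring 40 or more; inconclusive means only one of the two criteria met; inactive means mean below 40 and under half of replicates reaching 40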;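 further: 0% = median of neutral control wells and 100% = median of positive control wells; inhibitors cause a drop in the FAM fluorescence signal; in these data hits start at about 50%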
Target sequence (Q92698 whole entry, looked up): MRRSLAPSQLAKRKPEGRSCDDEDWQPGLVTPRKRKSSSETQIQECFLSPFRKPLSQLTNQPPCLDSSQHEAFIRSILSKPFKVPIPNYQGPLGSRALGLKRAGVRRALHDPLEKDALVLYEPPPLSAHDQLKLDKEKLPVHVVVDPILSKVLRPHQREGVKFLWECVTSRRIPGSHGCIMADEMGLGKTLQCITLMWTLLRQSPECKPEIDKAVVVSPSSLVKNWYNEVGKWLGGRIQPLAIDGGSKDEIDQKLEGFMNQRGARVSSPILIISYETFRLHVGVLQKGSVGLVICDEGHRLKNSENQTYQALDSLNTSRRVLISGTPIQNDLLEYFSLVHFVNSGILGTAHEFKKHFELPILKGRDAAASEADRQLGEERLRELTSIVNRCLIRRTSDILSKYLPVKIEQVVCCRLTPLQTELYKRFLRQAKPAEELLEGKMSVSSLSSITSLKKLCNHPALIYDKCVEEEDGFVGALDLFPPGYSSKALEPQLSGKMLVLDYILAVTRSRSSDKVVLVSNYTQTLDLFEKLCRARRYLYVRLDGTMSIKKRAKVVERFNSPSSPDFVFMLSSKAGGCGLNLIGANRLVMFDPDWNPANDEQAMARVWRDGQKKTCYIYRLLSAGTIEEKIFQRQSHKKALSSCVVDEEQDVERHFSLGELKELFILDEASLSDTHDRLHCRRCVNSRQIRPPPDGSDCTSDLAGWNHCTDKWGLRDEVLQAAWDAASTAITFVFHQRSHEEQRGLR
CFTR F508del cor – CFTR F508del correction in bronchial cells | CFBE cells, YFP halide quenching; stimulated with forskolin plus potentiator P3; % fluorescence drop versus neutral controls | activity (quench increase), % at 7.58 µM | 0.36% of 350,000 active | AID 720511;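 active means mean added fluorescence quench of at least 8% versus neutral control, with both replicates also reaching 8%; inconclusive means only one of the mean or replicate conditions met; inactive means mean below 8% and not both replicates reaching 8%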;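 further: cells transiently co-express mutant CFTR-F508del with the halide-sensitive YFP; corrector assay measuring rescue of mutant channel to the surface after 24 h compound exposure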
Xi reactivation – activators of X-chromosome reactivation in mouse fibroblasts; activation, % at 7.58 µM; 0.055% of 360,000 active; XiGFP mouse fibroblasts, % GFP-positive cells imaging, 3 d; cells co-treated with 5-aza-dC sensitizer; scaled so ellipticine positive control = 100%; AID 743238;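 active means mean normalized replicate activation at least 10% and every replicate at or above 10%; inconclusive means only one of the two criteria met; inactive means mean below 10% and not all replicates reach 10%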;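 further: 0% = median of on-plate neutral control wells and 100% = ellipticine 6 µM median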
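assay system = SV40-immortalized XiGFP fibroblast cells, line 68-5-11 | buffer or medium = DMEM plus 5-aza-dC sensitizer | doses = single-point pinned compound dosing | times = 3-day compound exposure, then 15 min fixation at room temperature | benchmarks = positive control ellipticine, 6 µM final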
E-selectin induc – E-selectin induction on HUVECs; P16581; HUVEC E-selectin immunofluorescence imaging; normalized: neutral wells 0, TNF-alpha wells 100; activation, % at 7.58 µM; 0.37% of 260,000 active;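 active means mean E-selectin-positive cell signal at least 10% of the positive control, reached in at least 60% of replicates, without over 20% cell loss; inconclusive means no rule given, readout overlaps actives, possibly toxicity-flagged; inactive means the rest, including those meeting only one limit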;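 further: in these data hits start at about 27%; measured in HUVEC primary endothelial cells; signal is the percent of cells scored E-selectin positive by PE staining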
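Test system: HUVEC; input: 3,000 HUVEC/well; measured by: immunofluorescence imaging; read-out: % PE-positive cells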
CASP6 VEID inh – inhibitors of human caspase-6; AID 686996; purified caspase-6, Z-VEID-R110 cleavage fluorescence; inhibition, % at 12.5 µM; 0.53% of 350,000 active;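 active means mean inhibition across replicates at least about 35%, with every replicate also reaching that limit, limit read from the data; inconclusive means only one of the two criteria met; inactive means neither criterion met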;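 further: 0% = median of neutral control wells and 100% = no fluorescence left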
Target sequence (P55212 24-179 limits assumed): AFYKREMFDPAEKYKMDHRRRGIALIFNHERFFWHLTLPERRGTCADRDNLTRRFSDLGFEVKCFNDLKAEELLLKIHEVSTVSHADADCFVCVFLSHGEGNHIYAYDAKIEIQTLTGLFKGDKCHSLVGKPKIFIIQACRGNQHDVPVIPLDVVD
Target sequence (P55212 194-293 limits assumed): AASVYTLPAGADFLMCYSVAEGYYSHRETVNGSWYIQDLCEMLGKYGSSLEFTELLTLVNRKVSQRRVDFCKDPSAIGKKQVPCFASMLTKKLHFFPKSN
DENV2 CPE rescue – protects cells from dengue virus 2 cytopathic effect. DENV2-infected cells, cytopathic effect rescue, plate reader. CPE inhibition, % at 9.99 µM. 1.7% of 350,000 active; in the data active means CPE inhibition above about 20%, passing the limit was not always enough; inconclusive means no clear call, values can overlap the other calls; tested in BHK-21 cells;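 further: 0% = median of neutral control wells and 100% = median of positive control wells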
RAD52 inh – blocks human RAD52 DNA annealing | P43351 | recombinant RAD52 DNA annealing, FRET fluorescence | inhibition, % at 18.7 µM | 0.46% of 360,000 active | AID 651710;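 active means every replicate showing at least 50% inhibition; inconclusive means mean inhibition at least 50% but not in every replicate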
INS-1E GSIS act – GLuc luminescence reporter in INS-1E cells, primary screen for activators of glucose-dependent secretion of insulin; INS-1E GLuc reporter insulin secretion, 2-3 h; activation, % at 16.6 µM; 0.61% of 370,000 active; AID 743287;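 active means lowest replicate activation of at least 40%, so every replicate reaches that level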;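 further: 0% = median of neutral control wells and 100% = median of IBMX positive control wells; some compounds called inactive have numbers as strong as hits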
Numbers without * were called inactive; ? = inconclusive; nt = no result given; & = joins results of further samples.

molecule | RAD54 branch | CFTR F508del cor | Xi reactivation | E-selectin induc | CASP6 VEID inh | DENV2 CPE rescue | RAD52 inh | INS-1E GSIS act
Cn1c(SCC(=O)Nc2nc(C(C)(C)C)cs2)nnc1C1CC1 | nt | -1.0 | -0.8 | -0.6 | -5 | 0 | 15 | 3
O=C(C[C@@H]1C[C@@H]2c3cc(NC(=O)Nc4ccccc4F)ccc3O[C@@H]2[C@@H](CO)O1)NCC1CC1 | 2 | 0.4 | 0.0 | -0.2 | -3 | 2 | -6 | 12
CN(C)CC(=O)N[C@@H]1CC[C@H](CC(=O)NCc2ccc(Cl)cc2)O[C@@H]1CO | -5 | -2.1 | 1.2 | 0.4 | 0 | 5 | 11 | 2
Cn1nnnc1Sc1ncnc2scc(-c3ccc(C#N)cc3)c12 | -2 | -6.8 | 5.5 | -0.4 | 0 | -7 | -97 | 7
N#Cc1cc2ccccc2nc1SCc1cccnc1 | nt | 2.4 | nt | nt | -1 | 14 | -5 | 10
O=C1c2ccccc2C(=O)N1C1C(=O)N2CCSC12C(=O)OCc1ccccc1 (stereo not given) | nt | -1.8 | 0.0 | 0.8 | 2 | 11 | -8 | -15
O=C(CC1(CC2=NS(=O)(=O)c3ccccc3N2)CCCC1)NCCc1ccccc1 | 3 | 2.0 | 0.0 | 1.1 | 0 | ? | -19 | -4
CCC(CO)NCC(O)COCc1ccc2c(c1)OCO2 (stereo not given) | nt | -1.2 | 0.1 | nt | 2 | nt | 1 | -3
C[C@H]1CCCCO[C@H](CN(C)C(=O)Nc2ccc(C(F)(F)F)cc2)[C@@H](C)CN([C@@H](C)CO)C(=O)c2cc(NC(=O)Nc3cccc4ccccc34)ccc2O1 | -9 | 2.1 | 0.0 | 0.1 | -1 | 1 | -25 | 7
COc1ccc(S(=O)(=O)N2CCCCC2)cc1C(=O)NC1CCS(=O)(=O)C1 (stereo not given) | 7 | 2.5 | 0.4 | -0.1 | 5 | -1 | -10 | nt
CCC(=O)N1C[C@H](C)[C@@H](OC)CN(C)C(=O)c2cc(NC(=O)Nc3ccc(Cl)cc3)ccc2OC[C@@H]1C | 11 | -3.4 | 0.1 | 0.3 | nt | 6 | -2 | -12
CN1CCN(C(=O)C[C@H]2CC[C@@H]3[C@H](COC[C@H](O)CN3C(=O)Nc3ccc(F)cc3)O2)CC1 | 2 | -1.6 | -0.1 | 0.1 | 0 | 2 | 2 | 6
COc1ccccc1OCCNC(=O)CCC(=O)N1CCOCC1 | -16 | 0.3 | -0.1 | -1.1 | -1 | 14 | -12 | 7
O=C(C[C@H]1CC[C@H]2[C@@H](COC[C@@H](O)CN2C(=O)Cc2ccccc2)O1)NC1CCCC1 | 2 | -0.7 | 0.3 | 0.3 | 0 | ? | 8 | 1
NS(=O)(=O)c1ccc(CCNC(=O)CNCCc2ccccc2)cc1 | -1 | 3.3 | 0.0 | 0.1 | -3 | -2 | -7 | 8
Cn1cnc(S(=O)(=O)N2C[C@@H](O)COC[C@H]3O[C@H](CC(=O)NCc4ccc(F)cc4)CC[C@@H]32)c1 | 3 | -2.2 | -0.1 | 0.1 | -3 | -10 | -12 | 3

Entries of single compounds as entered above. Order of screens: RAD54 branch | CFTR F508del cor | Xi reactivation | E-selectin induc | CASP6 VEID inh | DENV2 CPE rescue | RAD52 inh | INS-1E GSIS act
`Cn1cnc(S(=O)(=O)N2C[C@@H](O)COC[C@H]3O[C@H](CC(=O)NCc4ccc(F)cc4)CC[C@@H]32)c1` is listed with 3 | -2.2 | -0.1 | 0.1 | -3 | -10 | -12 | 3
`O=C(C[C@H]1CC[C@H]2[C@@H](COC[C@@H](O)CN2C(=O)Cc2ccccc2)O1)NC1CCCC1` is listed with 2 | -0.7 | 0.3 | 0.3 | 0 | ? | 8 | 1

New compounds follow.
molecule | RAD54 branch | CFTR F508del cor | Xi reactivation | E-selectin induc | CASP6 VEID inh | DENV2 CPE rescue | RAD52 inh | INS-1E GSIS act
CCOC(=O)Cc1csc(NC(=O)c2c(-c3ccccc3)noc2C)n1 | -6 | nt | nt | nt | -5 | nt | -16 | -14
O=C(O)c1cc(NC(=O)C2CCCO2)cc(NC(=O)C2CCCO2)c1 (stereo not given) | nt | -1.6 | nt | nt | 2 | 7 | -5 | 4
O=C(C[C@H]1C[C@@H]2c3cc(NC(=O)C4CCOCC4)ccc3O[C@@H]2[C@@H](CO)O1)NC1CCCC1 | 0 | 0.1 | 0.1 | 0.0 | -2 | -1 | -12 | -15
O=C(Nc1ccccc1C(=O)O)c1cccc(NC(=O)c2ccccc2Cl)c1 | -8 | 1.5 | 0.0 | nt | -19 | -2 | -7 | 8
O=C(O)CC/C(=N/NC(=O)c1cn(-c2ccccc2)nc1-c1ccccc1)C(=O)O | -6 | -0.7 | 0.3 | nt | 2 | 6 | -18 | -3
Cc1cc(Br)ccc1NC(=O)CN(C)C(=O)COc1cccc2c1OC(C)(C)C2 | 0 | -7.6 | 0.0 | nt | -179 | 91* | 11 | -38
CC(C)CNC(=O)CSc1nnc2ccccn12 | nt | 0.0 | 0.0 | -0.1 | 4 | 4 | -4 | nt
O=C1C2CC=CCC2C(=O)N1n1cnnc1 (stereo not given) | 1 | 0.4 | 0.0 | nt | 2 | -5 | 1 | 9

The closing four compounds of the part before come first, to join the parts.
molecule | RAD54 branch | CFTR F508del cor | Xi reactivation | E-selectin induc | CASP6 VEID inh | DENV2 CPE rescue | RAD52 inh | INS-1E GSIS act
O=C(O)CC/C(=N/NC(=O)c1cn(-c2ccccc2)nc1-c1ccccc1)C(=O)O | -6 | -0.7 | 0.3 | nt | 2 | 6 | -18 | -3
Cc1cc(Br)ccc1NC(=O)CN(C)C(=O)COc1cccc2c1OC(C)(C)C2 | 0 | -7.6 | 0.0 | nt | -179 | 91* | 11 | -38
CC(C)CNC(=O)CSc1nnc2ccccn12 | nt | 0.0 | 0.0 | -0.1 | 4 | 4 | -4 | nt
O=C1C2CC=CCC2C(=O)N1n1cnnc1 (stereo not given) | 1 | 0.4 | 0.0 | nt | 2 | -5 | 1 | 9
COc1cccc(CN2CCC(C(=O)Nc3ccc(-c4cccc(C)c4)cc3)CC2)c1O | -5 | -0.5 | 0.1 | nt | 0 | -17 | 2 | nt
CCCSc1nnc(Cn2c(=O)sc3ccccc32)n1C | 3 | -1.5 | 0.2 | 0.0 | 0 | -5 | -7 | -11
O=C(NCc1cccs1)c1cc(-c2ccc(O)cc2)on1 | nt | -1.1 | -0.1 | nt | -3 | 8 | -5 | 4
CCOC(=O)CC1=NN(c2ccccc2)C(=O)/C1=C\c1ccc(OC)cc1OC | nt | 1.1 | 0.3 | -0.3 | -1 | 5 | -25 | -2
Cc1ccc(C2Nc3ccccc3NC3=C2C(=O)CC(C)(C)C3)c(O)c1 (stereo not given) | -4 | 1.4 | 0.0 | nt | 4 | -1 | -21 | -18
C[C@@H]1CN([C@H](C)CO)C(=O)c2cc(NS(=O)(=O)c3ccc(Cl)cc3)ccc2O[C@H]1CN(C)C | 10 | -0.6 | -0.7 | nt | 3 | 13 | 26 | 22
O=c1ccc(S(=O)(=O)N2CCCC2)cn1Cc1nc(-c2ccc(F)cc2)no1 | -3 | -1.7 | 0.4 | -0.3 | 3 | 9 | -23 | 17
Cc1cc(C)c(S(=O)(=O)Nc2ccc3c(c2)CCC3)c(C)c1 | nt | -0.9 | 0.1 | -1.1 | 2 | 1 | -12 | nt
O=C(Cn1cc(S(=O)(=O)Cc2cccc([N+](=O)[O-])c2)c2ccccc21)N1CCOCC1 | -3 | -3.1 | 0.1 | 0.6 | 1 | -4 | -11 | -9
O=C(COc1cc(F)ccc1[N+](=O)[O-])Nc1ccc(N2CCCCC2)cc1 | -3 | 0.5 | 0.2 | -2.2 | -8 | 1 | 5 | -4
C[C@H]1CN([C@@H](C)CO)S(=O)(=O)c2ccc(-c3cccc(C#N)c3)cc2O[C@H]1CN(C)C(=O)C1CC1 | 3 | 2.2 | 4.1 | -0.2 | -4 | -20 | -3 | 2
C=CCn1c(CCNC(=O)c2ccccc2F)nnc1SCc1nc2ccccc2c(=O)[nH]1 | 2 | -1.2 | nt | nt | 1 | -5 | -10 | 4
COC(=O)N1C[C@H](OCc2ccccc2)[C@H]2C[C@@H]1c1ccccc1O2 | nt | -1.5 | -0.1 | 0.2 | -1 | ? | -2 | 2
CCCC(=O)N(Cc1cc(=O)[nH]c2ccccc12)c1ccccc1OC | -19 | -2.4 | 0.2 | 1.1 | 2 | -2 | -4 | 3
Nn1c(Cc2ccc(Br)cc2)n[nH]c1=S | nt | -1.5 | 0.4 | -3.1 | nt | -5 | -12 | 4
COCCN(Cc1cc2cc3c(cc2nc1Cl)OCO3)C(=O)c1cccc(C)c1 | -1 | -1.0 | 0.0 | nt | -1 | -8 | -14 | -6
COc1ccccc1NC(=O)N1C[C@@H]2N[C@H](C1)C2c1ccc(-c2ccc(C(=O)N(C)C)cc2)cc1 (stereo not given in full) | nt | -0.6&0.4 | 0.0&0.1 | 0.1&0.0 | nt | -10&-9 | nt | -11&5
C[C@H](CO)N1C[C@H](C)[C@@H](CN(C)C(=O)Nc2ccc(C(F)(F)F)cc2)Oc2ccc(NC(=O)Nc3ccccc3)cc2C1=O | 0&-2 | -1.1&-0.8 | 0.2&-0.1 | -0.2&-0.6 | -1&-1 | 10&-4 | -11&-1 | -15&-20
COC(=O)c1cc(S(=O)(=O)NCC(C)c2ccccc2)c[nH]1 (stereo not given) | -14 | 1.2 | 0.0 | -0.3 | -4 | -3 | 7 | nt
Cn1cc(CCC(=O)N2CCCC(Nc3ccc(F)cc3)C2)cn1 (stereo not given) | -3 | 0.2 | 0.1 | nt | 2 | 14 | -15 | 1
COc1ccc(C(=O)Nc2ccccc2[N+](=O)[O-])cc1S(=O)(=O)N1CCOCC1 | -10 | -0.9 | 0.1 | -0.5 | 3 | -5 | -5 | -4
Cc1ccc(/C=C2\SC(=S)N(CCC(=O)NNS(=O)(=O)c3ccccc3)C2=O)cc1 | -5 | 0.5 | -0.2 | 0.0 | -5 | 6 | -40 | 6
Cc1ccc(S(=O)(=O)N(C)C[C@H]2Oc3ccc(NC(=O)Nc4ccc(C(F)(F)F)cc4)cc3CC(=O)N([C@@H](C)CO)C[C@H]2C)cc1 | 5 | 4.8 | -0.5 | 1.7 | -2 | -7 | 6 | -4
CCCCCOc1ccc(Cn2ccnc2)cc1[N+](=O)[O-] | -8 | -0.5 | 0.1 | 2.3 | 1 | -4 | -3 | 1
CC(=O)c1c(C)[nH]c(C(=O)Nc2cccc(S(=O)(=O)N3CCCC3)c2)c1C | 14 | -5.5 | 0.0 | -0.1 | 0 | 3 | -11 | nt
O=C(NCC[C@H]1CC[C@@H](NC(=O)C2CC2)[C@@H](CO)O1)c1cnccn1 | 3 | -1.0 | 0.1 | 0.0 | 2 | 2 | -2 | 2
COc1ccc(S(=O)(=O)Nc2ccc3c(c2)C(=O)N([C@@H](C)CO)C[C@H](C)[C@@H](CN(C)S(=O)(=O)c2ccc(OC)cc2)O3)cc1 | 0 | -4.4 | 0.1 | 1.4 | -1 | 8 | -4 | 0
COc1ccccc1CNC(=O)C[C@@H]1C[C@@H]2c3cc(NC(=O)CC4CC4)ccc3O[C@@H]2[C@H](CO)O1 | -7 | 0.3 | 0.1 | 0.3 | nt | -2 | nt | -14
